# Assay outcomes from PubChem.
# ERAP1 HTS inh – human ERAP1 aminopeptidase inhibitors, primary screen, biochemical, single point, plate reader | Endoplasmic reticulum aminopeptidase 1 (Homo sapiens), Q9NZ08 | recombinant ERAP1, Leu-AMC fluorescence, 60 min | inhibition, % at 10.7 µM | hit rate 0.15% among 340,000;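 active means mean replicate inhibition of at least 30%, or all replicates individually reaching that 30% level; inactive means mean below 30% and not every replicate reaching it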;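 further: 0% = neutral control wells and 100% = L-leucinethiol positive control wells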
# Target sequence (Q9NZ08 whole entry, looked up): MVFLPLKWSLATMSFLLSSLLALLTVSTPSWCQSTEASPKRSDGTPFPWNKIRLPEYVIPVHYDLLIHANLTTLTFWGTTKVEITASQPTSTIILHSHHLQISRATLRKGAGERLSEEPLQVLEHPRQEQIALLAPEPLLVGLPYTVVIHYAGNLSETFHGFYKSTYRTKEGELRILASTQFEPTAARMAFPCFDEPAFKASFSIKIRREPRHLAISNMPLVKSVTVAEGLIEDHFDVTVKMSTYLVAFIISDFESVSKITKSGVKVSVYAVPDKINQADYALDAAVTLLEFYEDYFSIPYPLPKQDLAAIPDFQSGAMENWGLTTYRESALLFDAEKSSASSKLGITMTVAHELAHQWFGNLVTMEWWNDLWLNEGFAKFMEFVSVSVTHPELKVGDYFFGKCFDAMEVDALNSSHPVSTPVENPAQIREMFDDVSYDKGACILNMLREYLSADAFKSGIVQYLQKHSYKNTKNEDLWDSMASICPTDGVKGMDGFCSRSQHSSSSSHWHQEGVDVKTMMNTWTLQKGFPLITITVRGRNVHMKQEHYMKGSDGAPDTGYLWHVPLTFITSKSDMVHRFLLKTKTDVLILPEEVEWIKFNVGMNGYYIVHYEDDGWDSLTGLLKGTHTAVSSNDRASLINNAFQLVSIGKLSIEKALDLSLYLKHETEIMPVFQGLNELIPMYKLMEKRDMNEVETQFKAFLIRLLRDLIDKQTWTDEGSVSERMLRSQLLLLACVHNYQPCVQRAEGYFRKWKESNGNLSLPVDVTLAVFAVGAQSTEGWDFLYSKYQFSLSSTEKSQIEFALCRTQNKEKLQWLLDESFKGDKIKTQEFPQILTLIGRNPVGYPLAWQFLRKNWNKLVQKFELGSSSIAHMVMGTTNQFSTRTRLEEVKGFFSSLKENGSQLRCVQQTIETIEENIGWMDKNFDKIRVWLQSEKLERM
# ARNT-TACC3 inh – disruptors of ARNT/TACC3 protein interaction, primary screen, biochemical, AlphaScreen, single concentration; AlphaScreen His-ARNT PAS-B/GST-TACC3 binding, luminescence; TACC3 fragment carries E629A point mutation; inhibition, % at 9.99 µM; AID 623870, 2012; hit rate 0.66% among 390,000;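 active means mean inhibition of replicates at least 50% and at least half of replicates each reaching 50%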;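 further: 0% = complete ARNT plus TACC3 wells and 100% = ARNT alone without TACC3; many hits fall short of the cut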
# esBAF inh – Bmi1 luciferase reporter increase in mESCs, primary screen, esBAF inhibitor project, mouse ES cells, Bmi1 luciferase knock-in, single point. hit rate 2% among 350,000. 24 h; 100% = twice the neutral-well signal. reporter increase, % at 12.5 µM. AID 602393, 2012; in the data active means activation above about 40%;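 further: 0% = median of the plate's neutral control wells and 100% = double that signal; a rise in the Bmi1 reporter signal indicates esBAF inhibition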
# GSIS activator – GLuc luminescence reporter in INS-1E cells, primary screen for activators of glucose-dependent secretion of insulin; INS-1E GLuc reporter insulin secretion, 2-3 h; activation, % at 16.6 µM; hit rate 0.61% among 370,000;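 active means lowest replicate activation of at least 40%, so every replicate reaches that level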;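 further: 0% = median of neutral control wells and 100% = median of IBMX positive control wells; some compounds called inactive have numbers as strong as hits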
# RAD54 inh – inhibitors of human RAD54 branch migration, primary screen, biochemical, fluorescence, single point; DNA repair and recombination protein RAD54-like (Homo sapiens), Q92698; RAD54 Holliday junction branch migration, FAM/BHQ fluorescence; inhibition, % at 10.4 µM; hit rate 0.14% among 360,000; AID 602329, 2012;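 active means mean normalized replicate activity at least 40 and at least half of replicates scoring 40 or more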;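 further: 0% = median of neutral control wells and 100% = median of positive control wells; inhibitors cause a drop in the FAM fluorescence signal; in these data hits start at about 50%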
# F508del corr – F508del CFTR correction, initial screen, CFBE line, single point; CFBE cells, YFP halide quenching; stimulated with forskolin plus potentiator P3; % fluorescence drop versus neutral controls; activity (quench increase), % at 7.58 µM; hit rate 0.36% among 350,000; AID 720511, 2013;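 active means mean added fluorescence quench of at least 8% versus neutral control, with both replicates also reaching 8%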;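 further: cells transiently co-express mutant CFTR-F508del with the halide-sensitive YFP; corrector assay measuring rescue of mutant channel to the surface after 24 h compound exposure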
# XiGFP reactiv – activators of inactive X chromosome reactivation, primary screen, imaging, XiGFP fibroblasts, GFP high-content imaging, set 2 | XiGFP mouse fibroblasts, % GFP-positive cells imaging, 3 d; cells co-treated with 5-aza-dC sensitizer; scaled so ellipticine positive control = 100% | activation, % at 7.58 µM | hit rate 0.055% among 360,000;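 active means mean normalized replicate activation at least 10% and every replicate at or above 10%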;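 further: 0% = median of on-plate neutral control wells and 100% = ellipticine 6 µM median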
#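 Material: SV40-immortalized XiGFP fibroblast cells, line 68-5-11 | Buffer or medium: DMEM containing 5-aza-dC | Dosing: One concentration, pinned | Times: 3 d treatment, 15 min room-temperature fixation | Controls: Ellipticine 6 µM positive control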
# RAD52 anneal inh – RAD52 DNA annealing inhibitors, primary screen, biochemical, FRET, single point, set 2. DNA repair protein RAD52 homolog (Homo sapiens), P43351. recombinant RAD52 DNA annealing, FRET fluorescence. inhibition, % at 18.7 µM. hit rate 0.46% among 360,000;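 active means every replicate showing at least 50% inhibition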
# Starred values were filed as active, the others as inactive; nt = no result given.
canonical_smiles	ERAP1 HTS inh	ARNT-TACC3 inh	esBAF inh	GSIS activator	RAD54 inh	F508del corr	XiGFP reactiv	RAD52 anneal inh
Cc1ccc(NC(=O)N2CCN(C(=O)C3CCCO3)CC2)cc1 (centres undefined)	4	nt	-12	0	-1	-1.5	-0.1	-8
CCC(=O)c1ccc(OCc2ccc(C#N)cc2)cc1	5	-12	nt	-4	nt	-0.6	0.0	-3
CCCCNC(=O)CCNC(=O)c1ccc(C(C)(C)C)cc1	nt	4	1	-7	7	nt	nt	nt
COc1ccc(-c2csc(NC(=O)CS(=O)(=O)c3ccccc3)n2)cc1	2	2	11	3	7	-0.3	0.0	-6
C/C=C/c1ccc([C@@H]2[C@@H](CO)N(C(=O)COC)[C@H]2CNC(=O)CC)cc1	1	-4	-2	1	4	1.7	0.1	-21
COc1ccc(NC(=O)/C(=C\c2ccc(OC)c(OC)c2)NC(=O)c2ccco2)cc1	4	1	-6	-7	-12	1.6	0.3	-12
CCCN1C(=O)C(O)(C2COC(C)(C)CC2=O)c2ccccc21 (centres undefined)	-10	-4	-2	12	2	-4.7	0.2	-26
S=C(Nc1cccc2ccccc12)N1CCN(c2ncccn2)CC1	0	1	38	-24	13	nt	nt	3
N#Cc1cc(Oc2cccc3cccnc23)c(-n2nnc3ccccc32)cc1C#N	3	-3	nt	30	-7	5.9	nt	-24
CCN(c1cc(C)cc(C)c1)S(=O)(=O)c1nnc(NC(=O)C(C)C)s1	4	-30	-1	-1	6	2.8	0.0	-3
CCCNC(=O)Nc1ccc2c(c1)C(=O)N(C)C[C@H](OC)[C@@H](C)CN(C(=O)C1CCC1)[C@H](C)CO2	0	-7	-2	7	14	1.7	-0.1	0
CC(CCC(=O)O)C1CC[C@H]2C3CCC4CC(=O)CCC4(C)[C@H]3CC(=O)C12C (some centres undefined)	1	-2	-7	7	-10	2.0	0.0	-18
Cc1ccc(S(=O)(=O)Nc2ccc3c(c2)C(=O)N([C@@H](C)CO)C[C@@H](C)[C@H](CN(C)S(=O)(=O)c2ccccc2)OCCCC[C@@H](C)O3)cc1	0	-2	13	4	-11	-3.6	0.0	15
CS(=O)(=O)Nc1ccc(C(=O)CSc2nnc(C3CC3)n2C2CC2)cc1	4	-3	4	-11	8	-2.9	0.1	-12
COc1ccc(CNC(=O)CN(C(=O)c2csnn2)c2cccc(C(C)=O)c2)cc1	10	nt	-9	9	8	0.2	0.0	-4
O=C(O)c1cc(NC(=O)c2ccc3c(c2)C(=O)N(Cc2cccnc2)C3=O)cc(C(=O)O)c1	2	18	nt	3	-16	0.9	0.0	-10
CCc1ccc2[nH]c(=O)c(CN(Cc3ccco3)C(=S)NCC3CCCO3)cc2c1 (centres undefined)	0	1	nt	0	nt	2.4	0.0	-53
C[C@H]1CN([C@@H](C)CO)C(=O)c2cc(NC(=O)Nc3ccc(C(F)(F)F)cc3)ccc2O[C@@H]1CN(C)S(C)(=O)=O	1	0	1	-1	2	0.6	-0.8	-21
CC=Cc1ccc2n(c1=O)C[C@H]1[C@H](CO)[C@@H](C(=O)NCCN3CCCC3)N(C(=O)NC(C)C)[C@@H]21 (mixture of isomers)	-3	-1	-4	18	3	nt	0.4	-8
C=CCNC(=O)Nc1ccc(Cl)cn1	0	-1	nt	16	nt	1.6	-0.1	-2
C/C=C/c1ccc2c(c1)O[C@H](CN(C)C(=O)c1ccc(F)cc1)[C@@H](C)CN([C@H](C)CO)S2(=O)=O	1	-6	-3	-9	0	nt	0.0	-1
O=C(COc1cccc2c1CCN(Cc1ccc(Cl)cc1)C2=O)N1CCOCC1	3	-3	nt	-3	nt	3.2	0.0	-11
CCCc1cc(=O)[nH]c(SCC(=O)c2c(N)n(CC(C)C)c(=O)n(C)c2=O)n1	3	-2	-16	-1	-15	0.9	-0.1	-8
Cc1ccc(OCC(=O)N2CCc3ccccc3C2)cc1C	1	nt	14	nt	9	-0.7	0.0	2
COc1cccc(NC(=O)OCCN2CCN(Cc3ccccc3)CCC2=O)c1	-3	nt	20	4	0	1.6	0.0	-12
Cc1ccc2cc(C)c(N3CCN(c4ccc(F)cc4)CC3)nc2c1	-4	-7	-9	5	-13	0.0	0.0	-8
NC(N)=NC1=NC(=O)/C(=C/c2ccccc2-n2cccn2)S1	1	19	-3	4	-11	-1.2	1.0	-17
CN(C)CCOc1ccc2c(c1)Sc1ccccc1CC2=O	0	-4	0	22	2	3.2	-0.1	1
Cc1[nH]c2ccccc2c1C(=O)CN1CCCC(C)C1 (centres undefined)	1	-6	0	3	6	1.7	0.1	-11
COC(=O)C[C@@H]1CC[C@H]2[C@@H](COc3ccc(NC(=O)c4cccc(F)c4)cc3C(=O)N2C)O1	2	3	4	-2	-7	0.9	0.1	2
COc1ccc2c(c1)OC[C@H]1[C@@H]2N2C(=O)[C@@H](C)NC(=O)[C@@]2(C)[C@H]1c1ccccc1	-3	-7	-1	1	2	0.6	-0.2	3
CC(C)CCNC(=O)c1onc(CSc2ccc(F)c(F)c2)c1C(=O)NCCC(C)C	nt	-20	-5	-25	-10	-0.6	0.2	-2
Cc1ccc([N+](=O)[O-])cc1S(=O)(=O)Nc1ccc(OCC(=O)N2CCOCC2)cc1	-1	0	-1	-7	0	0.7	0.0	-5
CC(C)CCNC(=O)CN(C(=O)CCC(=O)Nc1ccccn1)c1ccc2c(c1)OCO2	nt	-25	0	-4	-9	nt	nt	nt
CC1CCCN(C(=O)C2CCN(S(=O)(=O)c3ccccc3)CC2)C1 (centres undefined)	2	-4	-2	-6	-8	-0.4	0.3	-6
C[C@@H]1CN([C@H](C)CO)C(=O)c2cc(NC(=O)Cc3ccccc3)ccc2O[C@H]1CN(C)C(=O)NC1CCCCC1	1	-6	-1	5	-3	-1.7	0.3	9
Cc1cccc(C)c1NC(=O)C1C(c2ccccc2)=Nc2ccccc2N1C(=O)c1cnccn1 (centres undefined)	-2	nt	nt	16	nt	5.0	0.2	-27
CC1(Oc2cccc(F)c2)CCN(Cc2ccc(-c3ccccn3)cc2)C1 (centres undefined)	0	nt	-3	-10	-8	0.1	-0.2	-9
Cc1ccc(C)c(S(=O)(=O)N2CCCOC2CNC(=O)C(=O)NCc2ccc3c(c2)OCO3)c1 (centres undefined)	-1	-1	-8	-7	3	4.4	0.0	-15
O=C(O)CC/C(=N/NC(=O)CNC(=O)C(c1ccccc1)c1ccccc1)c1ccccc1	-3	14	-8	-13	0	-0.9	-0.1	-7

# Structural class: the compounds so far containing a Cl atom.
canonical_smiles	ERAP1 HTS inh	ARNT-TACC3 inh	esBAF inh	GSIS activator	RAD54 inh	F508del corr	XiGFP reactiv	RAD52 anneal inh
C=CCNC(=O)Nc1ccc(Cl)cn1	0	-1	nt	16	nt	1.6	-0.1	-2
O=C(COc1cccc2c1CCN(Cc1ccc(Cl)cc1)C2=O)N1CCOCC1	3	-3	nt	-3	nt	3.2	0.0	-11

# More structures follow:
canonical_smiles	ERAP1 HTS inh	ARNT-TACC3 inh	esBAF inh	GSIS activator	RAD54 inh	F508del corr	XiGFP reactiv	RAD52 anneal inh
COc1cccc2cc(C(C)N(CCCN3CCOCC3)C(=S)Nc3cccc(C)c3)oc12 (centres undefined)	nt	2	6	-30	0	1.3	nt	-12
CC(C)(C)OC(=O)C[C@H]1C/C=C\C[C@@H](CC(=O)N(CCO)Cc2ccccc2)C(=O)N[C@H](Cc2c[nH]c3ccccc23)COC1=O	-2	-5	0	nt	-5	0.6	0.5	1
CC(C)OCCCNC(=S)NNC(=O)C(c1ccccc1)c1ccccc1	0	3	-3	-15	8	-3.9	0.0	-10
Nn1c(SCC(=O)NC2CCCCC2)nnc1-c1ccccc1F	-2	-2	8	-7	1	0.3	0.4	-6
O=C1c2nc3cc(-c4ccco4)[nH]n3c(=O)c2CN1C1CCCCC1	-2	nt	nt	nt	-17	0.1	-0.1	6
CCCNC(=O)N(C)C[C@@H]1Oc2cc(-c3ccccc3)ccc2S(=O)(=O)N([C@@H](C)CO)C[C@@H]1C	1	-1	5	-6	5	2.6	-0.2	3
O=C(C[C@H]1C=C[C@H](NC(=O)CC2CC2)[C@H](CO)O1)NCc1ccc(Cl)cc1	-5	-14	-3	8	3	0.1	-0.1	-4
Cc1ccc(-c2cnc3c(c2)C(=O)N([C@H](C)CO)C[C@H](C)[C@H](CN(C)S(C)(=O)=O)O3)cc1	0	2	-3	-1	10	-2.4	0.2	-8
CC(=O)Nc1ccc(NC(=O)C(C)OC(=O)C2CCC2)cc1 (centres undefined)	1	-8	-3	17	-5	-0.2	0.0	-6
CCCN(C)C[C@@H]1Oc2cc(C#CCOC)ccc2S(=O)(=O)N([C@@H](C)CO)C[C@@H]1C	-1	13	-5	1	4	0.7	-0.8	15
Cc1ccc(SCC(=O)OCC(=O)NC(C)c2ccc(F)cc2)cc1 (centres undefined)	1	2	-4	5	4	0.4	0.2	-7
CCCCCC(=O)NNC(=O)c1c(O)c2ccccc2n(CC)c1=O	0	8	nt	2	nt	2.0	0.0	3
COCC(=O)N1C[C@@H](C)[C@@H](OC)CN(C)C(=O)c2cc(NC(=O)Nc3ccccc3)ccc2OC[C@H]1C	0	-5	16	3	13	-2.2	0.3	8
Cc1cccc(NC(=O)c2ccc([N+](=O)[O-])o2)c1	3	-1	16	1	nt	-4.9	0.1	-4
CN1C(=O)c2cc(NC(=O)C3CC3)ccc2OC[C@@H]2O[C@H](CC(=O)NC3CCC3)CC[C@@H]21	-1	nt	5	7	-5	0.2	0.4	-4
Cc1cc(C)c2sc(N(CCCN(C)C)C(=O)c3ccc(S(=O)(=O)N(C)C4CCCCC4)cc3)nc2c1	-1	16	-65	-33	8	-1.8	0.0	34
Fc1ccc(CSc2ncnc3c2oc2ccccc23)cc1	nt	-18	nt	14	nt	0.8	0.0	nt
Cc1nnc2n(-c3ccccc3)c(=O)c3c4c(sc3n12)CCCC4	-1	1	-5	-4	-1	-0.6	0.0	-15
C[C@@H]1CN([C@@H](C)CO)C(=O)c2cc(NS(=O)(=O)c3cccs3)ccc2O[C@@H](C)CCCCO[C@@H]1CN(C)Cc1ccncc1	1	8	-8	2	18	0.4	-0.1	-4
CCCCc1c(-c2ccccc2OC)ncn1Cc1ccccc1F	1	nt	nt	nt	nt	3.0	0.0	-22
CC(C)(C)OC(=O)C[C@@H]1C/C=C\C[C@H](CC(=O)N[C@H](CO)Cc2ccccc2)C(=O)N2CCC[C@H]2COC1=O	-1	-19	-4	1	1	-0.2	-0.1	-5
CCOc1cc(/C=C2/C(=O)ON=C2C)ccc1OCc1ccccc1F	7	nt	3	9	4	0.8	nt	-51
CC(C)c1ccc(NC(=O)COC(=O)/C=C/c2cccc([N+](=O)[O-])c2)cc1	-3	-2	nt	nt	nt	nt	0.2	-2
O=C(Nc1ccnn1C1CCN(Cc2ccccc2)CC1)C1CCCC1	-1	-1	-6	9	9	-0.1	0.1	-8
COc1cc(Cl)c(NC2=CC(=O)C(=O)c3ccccc32)c(OC)c1	-7	0	-65	-10	-6	6.9	-0.1	-23
